Bioassay records (PubChem)
ARNT-TACC3 inh: disruptors of human ARNT/TACC3 interaction; Q9Y6A5; AlphaScreen His-ARNT PAS-B/GST-TACC3 binding, luminescence; TACC3 fragment carries E629A point mutation; inhibition, % at 9.99 µM; hit rate 0.66% among 390,000; AID 623870;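 active means mean inhibition of replicates at least 50% and at least half of replicates each reaching 50%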;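 further: 0% = complete ARNT plus TACC3 wells and 100% = ARNT alone without TACC3; many hits fall short of the cut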
GSIS activator: primary screen for activators of insulin secretion dependent on glucose, INS-1E cells, GLuc reporter luminescence; INS-1E GLuc reporter insulin secretion, 2-3 h; activation, % at 16.6 µM; hit rate 0.61% among 370,000;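 active means lowest replicate activation of at least 40%, so every replicate reaches that level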;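 further: 0% = median of neutral control wells and 100% = median of IBMX positive control wells; some compounds called inactive have numbers as strong as hits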
Numbers without * were called inactive.

ARNT-TACC3 inh,GSIS activator,SMILES
2,190*,Oc1ccc(-c2nc3c4c(ncn3n2)-c2ccccc2CC42CCCC2)cc1
-5,6,Cc1c(-c2n[nH]c(=S)n2-c2ccc(C(F)(F)F)cc2)nnn1-c1ccccc1
-9,-17,Cc1cc(SCC(=O)c2cc3ccccc3o2)nc2ccccc12
-3,-38,CCOc1ccc(NC(=O)c2ccc(F)c(S(=O)(=O)N3CCN(c4ccccn4)CC3)c2)cc1
4,-20,Cn1c(SCC(=O)N/N=C/c2ccc([N+](=O)[O-])s2)nnc1-c1ccc(Cl)cc1
-7,1,O=C(NCc1cccs1)c1cc(-c2ccccc2)nc2ccccc12
-2,-21,COc1ccc(-n2c(C)cc(C(=O)CN3C(=O)NC4(CCc5ccccc54)C3=O)c2C)cc1 (stereo unspecified)
7,3,Cc1ccc(-c2cn3cc([N+](=O)[O-])ccc3n2)cc1
-2,7,O=c1[nH]c(C2CCCN(S(=O)(=O)c3ccccc3)C2)nc2c1nnn2Cc1ccccc1 (stereo unspecified)
-8,7,CCCS(=O)(=O)N1CCC(C(=O)NCc2cccnc2)CC1
-27,3,Cc1nn(C)cc1CNC(=O)c1ccc(Br)o1
0,30,Clc1ccc(-c2nc3ccncc3[nH]2)cc1
5,5,Cc1c(NC2=C(Cl)C(=O)N(c3ccccc3)C2=O)c(=O)n(-c2ccccc2)n1C
4,51*,COc1ccc(Br)cc1C(=O)Nc1cccc(C)c1
2,13,CCn1c(-c2ccccc2O)n[nH]c1=S
-5,9,COc1ccc(S(=O)(=O)NC(CC(=O)NCCc2ccc(OC)c(OC)c2)c2ccco2)cc1 (stereo unspecified)
-6,-29,O=C(CSc1nc(C2CCCCC2)n(-c2ccccc2)n1)NCC(F)(F)F
1,-6,O=C(CN(Cc1ccccc1Cl)C(=O)c1ccc(CN2CCOCC2)o1)NCc1ccccc1
-17,36,Cn1nc(C(=O)Nc2c(-c3ccccc3)nc3sccn23)c2ccccc2c1=O
-1,-24,CCn1c2ccccc2c2cc(NC(=O)COc3ccccc3OC)ccc21
-10,-1,COC(=O)CCCc1nc2ccccc2s1
1,7,C=CCn1c(SCC(=O)NC2CCCCC2)nnc1-c1ccc(OC)cc1
-3,68*,CC(=O)Nc1sc(N/N=C\c2cccc(Cl)c2)nc1-c1cccs1
-10,-2,O=C(NCCO)/C(=C\c1ccc(Br)cc1)NC(=O)c1cccs1
-11,-23,Cc1ccc(OCCOc2cccc(Br)c2)c([N+](=O)[O-])n1
3,27,Cc1ccc(CNC(=O)Cc2ccc(-c3ccccc3)cc2)cc1
4,44,Cc1ccc(NC(=O)C2CCN(S(C)(=O)=O)CC2)cc1
-3,0,CCn1ncc(C2=NOC(C(=O)Nc3cccc(C(C)=O)c3)C2)c1C (stereo unspecified)
-7,-5,Clc1cc2nc3ccccn3c2cc1Cl
-2,1,CCOC(=O)C1=C(O)/C(=C/c2ccc(CNC(=O)C(=O)Nc3ccc(C)cc3)o2)N=C1C
7,10,CCn1c2ccccc2c2cc(N=C3SC(CC(=O)Nc4ccccc4OC)C(=O)N3C)ccc21 (stereo unspecified)
-16,2,Cc1ccc(C)c(NC(=O)C(C)CC2COCCO2)c1 (stereo unspecified)
-5,-5,COCCCNC(=O)CCCn1c(=O)c2ccccc2n(CC(=O)Nc2c(C)cc(C)cc2C)c1=O
0,30,COc1ccc(C(=O)NCc2cccnc2)cc1S(=O)(=O)N1CCOCC1
2,-8,c1ccc2c(c1)nc(Nc1ccc3c(c1)OCO3)c1nnnn12
-7,2,Cc1c(Cl)cccc1NC(=O)CN1CCN(CCO)CC1
1,25,CC(C)n1cc(/C=C2/SC(=O)N(CC(=O)N3CCCC3)C2=O)c2ccccc21
-6,1,O=C(Oc1ccc2c(=O)c(Cl)coc2c1)c1cccnc1
-10,2,CCC(C)NC(=O)C(CCSC)NC(=O)c1ccccc1 (stereo unspecified)
-23,-22,CC(C)OCCCN1C(=O)c2[nH]nc(-c3ccccc3O)c2C1c1cccc(Cl)c1 (stereo unspecified)
-12,-18,CNc1nc(NCCOC23CC4CC(CC(C4)C2)C3)nc(OCC(F)(F)F)n1
4,19,Cn1c(CO)nc2cc(N)ccc21
11,-6,CN1CCN(c2nc(N3CCN(c4ccccc4)CC3)ncc2F)CC1
4,-5,C/C(N)=C(/C#N)C(=O)COC(=O)c1ccccc1O
-1,16,COC(=O)C(C(=O)OC)C(C[N+](=O)[O-])c1ccc(O)c(OC)c1 (stereo unspecified)
-8,8,O=C(Nc1ccc(Cl)cc1C(F)(F)F)c1ccccc1
2,-31,CCCN(CCC)S(=O)(=O)c1ccc(NC(=O)COc2ccccc2)cc1
-5,-4,O=C(Nc1ccc(Br)cn1)c1ccc2nccnc2c1
-2,5,O=c1oc(-c2cccs2)nc2c1cnn2-c1ccccc1
-2,-8,C/C(=N\O)C(=O)NCCN(C)C
-1,13,COc1ccc(-n2c(-c3ccc(Br)cc3)nc(=S)c3c2CCCC3)cc1
-6,-27,COc1cc(NC(=O)CSc2nc3ccccc3c(=O)n2C)ccc1NC(=O)c1ccco1
-5,-20,O=C(CN1CCN(CCN2C(=O)c3cccc4cccc(c34)C2=O)CC1)c1ccc(F)cc1
-7,7,Cc1ccc(OCCCC(=O)N2CCOCC2)c(C)c1
1,-12,c1ccc(CCn2c3ccccc3c3nnc(SCc4ccc5nonc5c4)nc32)cc1
-8,-40,COc1cc(OC)c(OC)cc1CN(C)C(c1ccccc1)c1nnnn1-c1ccccc1C (stereo unspecified)
6,-16,CCN(CC)C(=O)C1=C(C)NC(=S)NC1c1cn(-c2ccccc2)nc1-c1ccc(Cl)cc1 (stereo unspecified)
-4,-7,COCCn1c(SCC#N)nnc1-c1ccccc1O
-1,6,CCCc1cc(C(=O)Cc2nc3ccccc3s2)c(O)cc1O
-1,-20,Cc1ccc(Cl)cc1N1CCN(Cc2nc3ccsc3c(=O)[nH]2)CC1

Sorted by SMILES length (rising): part of the list above.
ARNT-TACC3 inh,GSIS activator,SMILES
4,19,Cn1c(CO)nc2cc(N)ccc21
-2,-8,C/C(=N\O)C(=O)NCCN(C)C
-4,-7,COCCn1c(SCC#N)nnc1-c1ccccc1O
-7,7,Cc1ccc(OCCCC(=O)N2CCOCC2)c(C)c1
-5,-4,O=C(Nc1ccc(Br)cn1)c1ccc2nccnc2c1
-7,2,Cc1c(Cl)cccc1NC(=O)CN1CCN(CCO)CC1
-2,5,O=c1oc(-c2cccs2)nc2c1cnn2-c1ccccc1
4,-5,C/C(N)=C(/C#N)C(=O)COC(=O)c1ccccc1O
-6,1,O=C(Oc1ccc2c(=O)c(Cl)coc2c1)c1cccnc1
11,-6,CN1CCN(c2nc(N3CCN(c4ccccc4)CC3)ncc2F)CC1
-1,-20,Cc1ccc(Cl)cc1N1CCN(Cc2nc3ccsc3c(=O)[nH]2)CC1
-1,13,COc1ccc(-n2c(-c3ccc(Br)cc3)nc(=S)c3c2CCCC3)cc1
-1,16,COC(=O)C(C(=O)OC)C(C[N+](=O)[O-])c1ccc(O)c(OC)c1 (stereo unspecified)
1,25,CC(C)n1cc(/C=C2/SC(=O)N(CC(=O)N3CCCC3)C2=O)c2ccccc21
7,10,CCn1c2ccccc2c2cc(N=C3SC(CC(=O)Nc4ccccc4OC)C(=O)N3C)ccc21 (stereo unspecified)
-5,-5,COCCCNC(=O)CCCn1c(=O)c2ccccc2n(CC(=O)Nc2c(C)cc(C)cc2C)c1=O

The list continues:
ARNT-TACC3 inh,GSIS activator,SMILES
3,-2,O=C(Cn1cnc2ccccc2c1=O)Nc1cccc(-c2nnc3n2CCCCC3)c1
2,-7,COc1ccc(-c2nn(CC(=O)NCCc3ccccc3)c(=S)n2C)cc1
-10,-21,C=CCc1ccc(OCCn2cccc2C=O)c(OC)c1
-3,-5,CCOC(=O)Cc1cc(-c2ccc(O)cc2)nc2ccc3ccccc3c12
-14,-16,C=CCC(=O)OCC(=O)Nc1ccc(Cl)cn1
-25,4,CCOC(=O)c1c(NC(=O)c2ccc(Cl)cc2)csc1C
9,39,CC(C)CNC(=O)COc1ncnc2ccccc12
-2,-8,Cc1n[nH]c(=S)n1/N=C/c1ccc(Br)o1
-5,8,COc1cccc(/C=N/n2c(-c3ccco3)nc3ccccc3c2=O)c1
-6,16,COc1ccc(/C=N/NC(=O)/C(=C/c2ccccc2)CCO)cc1
-3,-26,FC(F)(F)c1cc(-c2ccco2)nc(N2CCN(Cc3ccccc3)CC2)n1
2,-4,Fc1ccc(COc2ccccc2C(=S)N2CCCC2)cc1
5,-21,COc1ccc(NC(=O)C2CCN(c3cc(-c4ccccc4)nc4ncnn34)CC2)cc1OC
-4,13,CC(C)N1CCc2[nH]c(=S)[nH]c(=O)c2C1
0,-1,Cc1ccc(NC(=O)CCCCCCCCCCC2COCCO2)c(C)c1 (stereo unspecified)
-2,14,CCC[N+](CC#Cc1ccccc1)(CCC)CC(=O)OCC
-9,13,CCCCC1CC(CSC(=N)N)OC1=O (stereo unspecified)
3,-10,CCn1c(SCC(=O)Nc2ccc3c(c2)OCCO3)nc2c(c1=O)SC(C)C2 (stereo unspecified)
2,4,Cc1ccc(S(=O)(=O)NCCC(=O)NC2CCCC2)cc1
-4,-37,CCOC(=O)c1ccc(NC(=S)N2CCSC2c2ccc(Br)cc2)cc1 (stereo unspecified)
0,0,Cc1nc2nc(C)c(CCC(=O)NCc3ccc4c(c3)OCO4)c(C)n2n1
-2,-19,CCCc1cc(-c2n[nH]c(C)c2-c2ccc(C(=O)OCC)o2)c(O)cc1O
2,-25,Cc1cc(/C=C2/C(=N)N3C(c4ccccc4)=CSC3=NC2=O)c(C)n1-c1ccccc1
-5,-8,CCCC(=O)Nc1cc(-c2nnc(OC)c3ccccc23)ccc1N1CCOCC1
1,-3,CCCCNC(=O)NC1(C(F)(F)F)Oc2ccccc2O1
-2,-7,CC(NC(=O)c1cccc(C(F)(F)F)c1)C1CCCO1 (stereo unspecified)
1,10,COc1ccc(CC(=O)Nc2cccc(C(=O)NN3C(=O)c4ccccc4C3=O)c2C)cc1
30,2,Cc1ccc(C(O)(c2ccccc2)c2ccccc2C(C)N(C)C)c(C)c1 (stereo unspecified)
-3,14,CC1(C)OC(C)(C)/C(=C/Nc2ccccc2)C1=O
-2,27,O=S(=O)(c1ccc(-c2nc3ccccc3s2)cc1)N1CCCC1
6,29,O=C(O)/C=C\c1cccc(-n2cnnn2)c1
-8,0,COC(=O)c1ccccc1NC(=O)C(=O)NCC1CCCO1 (stereo unspecified)
-3,-25,CC(C)OC(=O)c1cccc(NC(=O)c2ccccc2)c1
-10,-25,CCN(c1ccccc1)S(=O)(=O)c1ccc(OCC(=O)Nc2cc(C)on2)cc1
2,-6,Cc1ccc(S(=O)(=O)NC(CC(=O)NCC2CCCO2)c2ccco2)cc1 (stereo unspecified)
-1,-5,O=C1C(c2ccc(F)cc2)N(Cc2ccc3c(c2)OCO3)C(=O)CN1C1CCCC1 (stereo unspecified)
3,6,O=C(CSc1nnc(-c2cccnc2)n1-c1ccccc1)Nc1ccccc1
12,2,Cc1nn(-c2ccccc2)c(OC(=O)c2cccs2)c1S(=O)(=O)c1ccccc1
-3,13,Cc1ccc(NC(=S)NN2CCOCC2)c(C)c1
2,1,N#CCCNC(=O)CCN1CCCCC1
22,-17,CCOc1cc(C(=S)N2CCOCC2)ccc1OS(=O)(=O)c1ccc(NC(C)=O)cc1
4,-22,O=C(Nc1ccn(Cc2c(F)c(F)cc(F)c2F)n1)c1cccc(Cn2cc([N+](=O)[O-])cn2)c1
-5,-2,Cc1ccc(NC(=O)c2cc(-c3ccco3)on2)cc1
0,-15,CCN(CC)CCCn1c(=S)[nH]c2cc(OC)c(OC)cc2c1=O
-2,-5,CCOC(=O)NNC1CC(=O)N(c2ccc(OC)cc2)C1=O (stereo unspecified)
-1,-24,CCC1CCC2(CC1)NC(=O)N(CC(=O)c1c(C)[nH]c3ccccc13)C2=O (stereo unspecified)
5,-7,O=C(NC1CCCCC1)c1ccc(Cn2cc(Cl)cn2)cc1
-1,2,CCOC(=O)c1c(Nc2ccccc2N)cc(C)nc1C
-11,-14,CCSc1nnc(-c2cccc(S(=O)(=O)N(CC)CC)c2)n1Cc1ccccc1
2,8,CSc1nc(C)cc(SCC(=O)Nc2ccccc2)n1
-1,-30,CSC1=C(C#N)C(c2ccccc2Cl)C(C(=O)c2cccs2)C(O)(C(F)(F)F)N1 (stereo unspecified)
-7,-5,Cc1cccc(Nc2nc(N3CCCC3)nc(N3CCCC3)n2)c1
9,53,Cc1c(C(=O)N/N=C/c2ccc(O)cc2)sc(=S)n1C
2,-2,CC1(C)Cc2c(C#N)c(N3CCN(C(=O)c4ccccc4Cl)CC3)nc(-c3ccco3)c2CS1
-4,17,O=C(CCc1ccccc1)Nc1cc2c(cc1Cl)OCCO2
5,16,CCOc1ccc(C(=O)NC(C(=O)NCc2ccccn2)C(C)C)cc1 (stereo unspecified)
-6,-20,CCOC(=O)c1c(NC(=S)Nc2ccc(C)cc2)sc2c1CCC2
-11,-19,Cc1ccc2c(C)c(C(=O)Nc3c(C)n(C)n(-c4ccccc4)c3=O)oc2c1C
-1,-3,CC(=O)Nc1nc2ccccc2n1CCN1CCOCC1
-3,8,Cc1n[nH]c(=S)n1/N=C/c1ccccc1OCc1ccc(Cl)cc1Cl
5,20,Cc1cccc(NC(=O)C2(C)CC3c4ccccc4C2c2ccccc23)c1C (stereo unspecified)
-7,-3,COc1ccc(Nc2nc(N/N=C/c3ccc(N(C)C)cc3)nc(C)c2[N+](=O)[O-])cc1

A portion of the library, so the mix of outcomes need not match the whole.
